All columns: NCI-60 one-dose screen, growth in % after 48 h at 10 µM unless noted; 100 = growth as untreated, 0 = no growth, -100 = all killed.
SF-295: SF-295 CNS cancer cells | actives 5.6% (n = 79,000) | AID 1794758
HCT-116: HCT-116 colon cancer; actives 7.3% (n = 82,000)
SF-539: SF-539 CNS cancer; actives 6.8% (n = 81,000)
SW-620: SW-620 colon cancer | actives 5.2% (n = 82,000) | AID 1794795
KM12: KM12 colon cancer cells | AID 1794800 | actives 5% (n = 82,000)
SNB-75: SNB-75 CNS cancer | actives 5% (n = 79,000) | AID 1794750
HCT-15: HCT-15 colon cancer. actives 5.2% (n = 82,000). AID 1794746
SNB-19: SNB-19 CNS cancer cells; actives 2.5% (n = 81,000); AID 1794751
HCC-2998: HCC-2998 colon cancer | actives 4.7% (n = 79,000)
* hit, by the source's call; / = not tested or not shown; & = joins results of further samples; ! = not active in a repeat. How the source made its calls: active means growth percent below 10; inactive means the rest.

Molecule	HCT-116	HCT-15	KM12	SF-295	SNB-75	SF-539	SW-620	SNB-19	HCC-2998
O=C(c1ccc(Nc2ccc3c(c2)OCO3)c([N+](=O)[O-])c1)N1CCOCC1	100	107	108	104	97	126	97	95	102
CNC(=O)c1cn(C2CC2)c2cc(N3CCN(C(C)=O)CC3)c(F)cc2c1=O	107	105	92	103	112	94	104	111	111
O=C1CCN(Cc2ccccc2)C(=O)N1	103	111	/	112	106	105	110	98	110
CC(C)(C)OC(=O)N(CCOCCO)c1ccn2ncc(-c3ccc(C(=O)O)c(O)c3)c2n1	94	102	104	93	88	94	100	82	98
CC(=O)Nc1nc(C)c(C(=O)N/N=C/N2CCOCC2)s1	94	105	105	110	101	105	107	104	157
COc1cccc(-c2c(C#N)c(N)nc3[nH]c(=S)[nH]c(=O)c23)c1	94	99	100	93	82	95	92	110	90
O=C(NCCN1CCOCC1)Nc1ccc(-c2cc3c(Nc4ccc(Oc5cccc(C(F)(F)F)c5)c(Cl)c4)ncnc3s2)cc1	-13*	-56*	-65*	-58*	-48*	-13*	-47*	43	5.4*
Cc1c(C)c(C)c([N+](=O)[O-])c([N+](=O)[O-])c1C	109	94	98	/	111	92	106	95	103
Cn1c(=O)c2[nH]c(SCC(=O)c3ccc(Br)cc3)nc2n(C)c1=O	103	101	97	93	89	91	101	99	111
CCc1c(C(=O)NCc2c(O)ccc3ccccc23)[nH]c(C)c1C(C)=O	65	47	90	78	72	91	98	100	93
CC(=O)/C(=N\Nc1ccccc1)C(c1ccccc1)c1ccccc1	73	86	107	100	97	95	103	97	105
CCOC(=O)c1cc(C(=O)c2ccc(OC)c(OC)c2)n2c1ccc1ccccc12	88	85	98	97	49	100	93	94	109
NC(=O)CSc1nc2ccccc2c(=O)n1CCc1ccccn1	101	103	87	87	60	105	103	99	101
O=C1/C(=C/c2cccc(OCc3ccccc3)c2)Oc2cc(O)ccc21	98	103	100	96	80	94	103	90	104
CCCCCC[C@@H](O)C/C=C\CCCCCCCC(=O)OC	98	105	100	105	117	107	109	102	99
N=c1c2cc(-c3ccccc3)oc2ncn1/N=C/c1ccccc1	65	37	59	84	67	86	60	88	99
COc1ccc(-c2cc(-c3ccc(OC)cc3)n3nc(NC(C)=O)nc3n2)cc1	95	100	102	109	105	89	107	111	108
CCn1cc(-c2cc(-c3ccc(Cl)cc3)[nH]c(=O)c2C#N)c(-c2ccc(Br)cc2)n1	84	83	90	86	84	89	110	96	108
COc1ccc(/C=N/Nc2c3ccccc3nc3ccccc23)cc1	97	93	91	90	93	95	98	92	105
Cc1ccc(Cl)cc1NC(=O)N(C)CCO	112	110	120	121	126	92	137	101	104
COc1ccc(/C=C2\N=C(c3ccccc3)N(c3cc(OC)c(OC)cc3C(=O)n3nc(C)cc3C)C2=O)cc1	109	97	96	88	/	99	114	101	122
COC(=O)C/C=N\Nc1cc(=O)[nH]c2ccccc12	101	103	93	106	91	104	94	105	98
COc1ccc(C[n+]2cc([O-])on2)cc1	103	100	103	106	87	102	84	102	101
COc1cc(OC)c(NC(=O)CC2SC(N)=NC2=O)cc1Cl (stereo not given)	102	107	112	105	91	105	108	108	104
CCCCCCCC[C@@H]1N[C@@H](C(=O)OC)Cc2c1[nH]c1ccccc21	96	94	100	102	82	94	95	97	107
O=C(O)c1ccc(-n2cc(CNc3ccc(Cl)cc3)c(-c3ccc(F)cc3)n2)cc1	83	80	104	88	131	98	106	96	112
COc1ccc(-c2cn[nH]c2-c2ccc(OC)cc2O)cc1	103	106	90	99	/	99	98	94	104
CCOc1ccccc1CCO	100	97	105	106	72	93	109	107	105
CCCCCCCCCCCCCCCCCCNC(=O)SC	99	90	103	92	78	90	93	99	98
C[C@]12CCC(=O)C=C1CC[C@@H]1[C@@H]2[C@@H](O)C[C@@]2(C)[C@H]1CC[C@]2(O)[C@@H](O)CO	105	111	105	114	99	103	107	94	105
CCNC(=S)NNC(=O)CN1CCN(c2cc3c(cc2F)c(=O)c(C(=O)O)cn3C2CC2)CC1	86	104	108	101	96	105	103	100	111
Cc1cc2c(-c3ccc(NC(=O)[C@H](N)CC(C)(C)C)cc3C)ccnc2[nH]1	64	45	93	97	90	90	97	93	108
CCOC(=O)CCCCl	99	105	114	100	100	103	103	98	110
c1ccc(-c2n(Cc3ccc4ccccc4n3)cc[n+]2Cc2ccc3ccccc3n2)cc1	/	102	16	68	43	37	38	8.2*	27
COc1ccc2c(c1)OC[C@@H](c1ccc(O)cc1O)C2	68	99	91	97	97	96	103	107	106
O=C(/C=C/c1ccco1)c1ccc2ccccc2c1	92&91	90&99	81&85	99&97	98&94	99&105	98&100	97&100	110&99
Cc1ccc(-c2nc3nc4sc(C)c(C)c4c(=O)n3[nH]2)cc1	97	104	93	106	68	101	102	110	98
CN(C)c1ccc(/C=C/c2sc3ccc4ccccc4c3[n+]2C)cc1	-72*	0.9*	-63*	-35*	-96*	-55*	-64*	-32*	-91*
CCN(c1ccccc1)S(=O)(=O)c1cc([N+](=O)[O-])ccc1Cl	25	76	54	110	66	36	46	85	110
Cc1nc2cc(O)c(O)cc2cc1Oc1ccc(NC(=O)c2ccc(Cl)c(Cl)c2)cc1	111	101	102	105	96	96	73	89	106
COC(=O)C(CSC(c1ccccc1)(c1ccccc1)c1ccccc1)NC(=O)C(CSCc1ccccc1)NC(=O)CCNC(=O)OCc1ccccc1 (stereo not given)	71	90	/	68	70	72	113	82	86
Cc1ccc(S(=O)(=O)NCCNc2nccc(-c3c(-c4cccc(N)c4)nc4sccn34)n2)cc1	99	92	92	96	/	101	123	104	132
O=C(O)C1CSC(c2cccs2)N1 (stereo not given)	/	114	106	106	95	102	102	115	103
Nc1c(C(=O)c2ccc(Br)cc2)oc2nc(-c3cnccn3)cc(-c3cccs3)c12	97	98	100	100	98	99	99	97	113
COc1ccc(-c2cc(/C=C3\C(=O)Nc4ccc(Cl)cc43)[nH]n2)cc1OC	73	78	29	100	64	82	97	91	103
O=C1Nc2ccccc2/C1=N\c1nnc(-c2ccccc2)o1	103	87	97	93	60	98	95	92	111
Cc1ccc(S(=O)(=O)NN=C(c2ccc(F)cc2)c2ccc(S(C)(=O)=O)cc2)cc1	97	94	99	97	79	92	94	96	105
O=C1/C(=C\c2cccn2Cc2ccc(F)cc2)c2ccccc2N1c1c(Cl)cccc1Cl	71	56	54	82	68	87	92	81	82
CC(=O)Nc1ccc(OC(C)=O)cc1	-15*!	102&13	2.4*!	9.6*!	94&38	2.3*!	94&26	111&35	-29*!
CCOC(=O)C(C(=O)OCC)C(=O)c1cccc2ccc3ccccc3c12	122	113	111	/	103	101	113	127	109
Cc1ccc(Nc2cc(=S)nc(N)[nH]2)cc1C	90	104	102	99	78	96	97	90	/
O=C1c2ccccc2C(=O)c2cc(SC(=S)N3CCOCC3)ccc21	96	98	105	105	84	105	115	97	103
OC(c1ccccc1)(c1ccc(Br)cc1)C(O)(c1ccccc1)c1ccc(Br)cc1 (stereo not given)	31	49	73	54	62	88	71	76	67
COc1cccc(-c2nn(-c3ccccc3)cc2-c2ccnc(NCCCNS(=O)(=O)c3cccc(F)c3)c2)c1	18	22	24	8.0*	55	52	40	43	12
O=C(/C=C/c1ccccc1)Nc1ncc(Cc2ccccc2)s1	12	14	6.1*	-11*	-2.2*	-22*	25	43	12
NC1=NC2(CCCCC2)N(c2ccc(S(=O)(=O)Nc3nccs3)cc2)C(N)=N1	104	102	101	103	116	101	106	100	101
COc1ccc(C2=NN(C(=O)c3cc(-c4ccc(C)cc4)nc4ccccc34)C(c3cc(-c4ccccc4)nn3-c3ccccc3)C2)cc1 (stereo not given)	81	83	91	87	88	105	97	83	102
Fc1ccc(-c2nnc(-c3ccc4ccccc4c3)o2)cc1	94	98	99	106	80	80	98	99	105
Cc1ccc2c(N)c(C(=O)Nc3ccc(OC(F)(F)F)cc3)sc2n1	59	61	67	43	92	37	/	79	91
COC12CCCC3(OCCO3)C1C(Cl)C2Cl (stereo not given)	105	97	109	/	85	98	110	108	117

New compounds follow
Molecule	HCT-116	HCT-15	KM12	SF-295	SNB-75	SF-539	SW-620	SNB-19	HCC-2998
CCCCC(CC)COC(=O)CSC1=C(C)C(=O)c2ccccc2C1=O (stereo not given)	87	88	91	104	87	87	101	97	112
CCOc1ccc(N=Nc2ccc(N)cc2N)cc1	97	73	98	90	79	93	113	96	56
CN(C(=O)c1ccccc1)C(=O)c1ccccc1	103	108	109	100	92	111	102	107	103
COc1ccc(Cn2nc3c(c2-c2ccc(OC)c(OC)c2)-c2oncc2CC3)cc1	98	91	99	86	76	82	111	99	99
O=C(O)c1nc[nH]c1C(=O)O	98	111	108	92	/	100	100	102	102
COc1cc(C#Cc2ccc(=O)oc2C#Cc2ccccc2)cc(OC)c1OC	-32*	61	83	97	77	110	8.1*	93	29
Cc1cc(NC(=O)COC(=O)c2cccc(Oc3ccccc3)c2)no1	101	95	94	140	86	95	98	90	105
COc1cccc(/C=C/c2sc(N3N=C(c4ccc(Cl)cc4)CC3c3cccnc3)nc2C)c1 (stereo not given)	95	104	99	96	90	102	106	95	103
CCOC(=O)/C=C1\NN(c2ccc(S(N)(=O)=O)cc2)C(=O)c2ccccc21	99	102	102	102	67	98	106	97	104
CC1(C)OC(=O)NC1=O	103&104	105&100	108&105	108&99	96&91	99&108	106&101	118&107	101
O=C(CNc1ccccc1)Nn1c(COc2ccccc2)nc2ccccc2c1=O	100	88	73	105	96	98	92	92	116
CN1C(=O)C(=Cc2cn(C(=O)c3c(Cl)cccc3Cl)c3ccccc23)C(=O)N(C)C1=O	92	100	99	81	59	88	95	100	103
COc1ccc([C@H]2C(C(=O)c3ccc(O)cc3)C3(N[C@@H]2c2ccccc2)C(=O)Nc2ccccc23)cc1 (stereo not given in full)	79	55	60	56	47	81	104	80	72
O=C(O)CCC(=O)/C=C/c1ccccc1O	97	112	104	113	98	97	107	98	105
COC(=O)/C=C1/S/C(=N\N=C\c2ccc(C(F)(F)F)cc2)N(c2ccccc2)C1=O	68	90	95	83	61	79	95	74	106
CS(=O)(=O)Nc1ccc(Nc2cc(OC3CCOCC3)c([N+](=O)[O-])cc2Cl)cc1	98	86	93	90	66	93	98	95	103
CCOC(=O)c1cc(-c2ccc(Cl)cc2)nc2c(Cl)cc(Cl)cc12	86	100	117	100	110	/	105	113	95
O=S(=O)(Nc1ncccn1)c1ccc(Nc2ccc3nnc(-c4ccncc4)n3n2)cc1	108	99	101	100	87	95	93	100	111
CC(C)NO	99	103	101	98	83	101	99	108	107
CC(=O)CC(c1cccs1)c1c(C)[nH]c2ccccc12 (stereo not given)	101	98	104	99	94	99	102	97	103
O=C(NCc1ccccc1)NS(=O)(=O)c1c[nH]c(=S)[nH]c1=O	104	112	105	102	83	104	107	117	99
Cc1c(C(=O)N=Nc2c(O)n(C)c3ccccc23)oc2ccccc12	104	101	99	88	/	98	96	100	114
CO[C@H]1/C=C/O[C@@]2(C)Oc3c(C)c(O)c4c(O)c(c(/C=N/N5CCN(C)CC5)c(O)c4c3C2=O)NC(=O)/C(C)=C\C=C\C(C)[C@H](O)[C@@H](C)[C@@H](O)[C@@H](C)[C@@H](OC(C)=O)[C@@H]1C (stereo not given in full)	101	88	100	/	/	/	107	/	100
O=C(NNC(=O)c1cccc([N+](=O)[O-])c1)c1cccc([N+](=O)[O-])c1	95	102	102	98	89	96	104	107	111
Clc1nc(-c2csc(-c3cccs3)n2)cc2ccccc12	93	80	97	99	65	95	69	92	101
CC(=O)OCC(=O)C1(O)C(C)CC2C3C=C(C)C4=Cc5c(cnn5-c5ccccc5)CC4(C)C3C(O)CC21C (stereo not given)	3.8*	-36*	-29*	-51*	-8.2*	-21*	-30*	10	13
Nc1c(I)cc(I)c(C(=O)O)c1I	103	103	114	109	106	108	107	105	105
COc1cc(NCCCCCNCC(C)C)c2ncccc2c1	95	107	109	97	/	99	100	91	98

Structures shown so far with fluorine (ten):
Molecule	HCT-116	HCT-15	KM12	SF-295	SNB-75	SF-539	SW-620	SNB-19	HCC-2998
CNC(=O)c1cn(C2CC2)c2cc(N3CCN(C(C)=O)CC3)c(F)cc2c1=O	107	105	92	103	112	94	104	111	111
O=C(NCCN1CCOCC1)Nc1ccc(-c2cc3c(Nc4ccc(Oc5cccc(C(F)(F)F)c5)c(Cl)c4)ncnc3s2)cc1	-13*	-56*	-65*	-58*	-48*	-13*	-47*	43	5.4*
O=C(O)c1ccc(-n2cc(CNc3ccc(Cl)cc3)c(-c3ccc(F)cc3)n2)cc1	83	80	104	88	131	98	106	96	112
CCNC(=S)NNC(=O)CN1CCN(c2cc3c(cc2F)c(=O)c(C(=O)O)cn3C2CC2)CC1	86	104	108	101	96	105	103	100	111
Cc1ccc(S(=O)(=O)NN=C(c2ccc(F)cc2)c2ccc(S(C)(=O)=O)cc2)cc1	97	94	99	97	79	92	94	96	105
O=C1/C(=C\c2cccn2Cc2ccc(F)cc2)c2ccccc2N1c1c(Cl)cccc1Cl	71	56	54	82	68	87	92	81	82
COc1cccc(-c2nn(-c3ccccc3)cc2-c2ccnc(NCCCNS(=O)(=O)c3cccc(F)c3)c2)c1	18	22	24	8.0*	55	52	40	43	12
Fc1ccc(-c2nnc(-c3ccc4ccccc4c3)o2)cc1	94	98	99	106	80	80	98	99	105
Cc1ccc2c(N)c(C(=O)Nc3ccc(OC(F)(F)F)cc3)sc2n1	59	61	67	43	92	37	/	79	91
COC(=O)/C=C1/S/C(=N\N=C\c2ccc(C(F)(F)F)cc2)N(c2ccccc2)C1=O	68	90	95	83	61	79	95	74	106
